Screening data (PubChem BioAssay)
S100A4 inh HTS = inhibitors of S100A4-myosin IIA peptide binding, primary screen, biochemical, fluorescence polarization, TAMRA-MyoIIA peptide. inhibition, % at 10.7 µM. 360,000 compounds, 0.14% hits. Protein S100-A4 (Homo sapiens), P26447. AID 652163, 2013;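 active = mean inhibition of at least 70% across replicates, with every replicate also reaching that level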
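Assay system: human S100A4 monomer with TAMRA-labelled myosin IIA peptide / Buffer or medium: Calcium-containing HEPES buffer, pH 7.2 / Reagent: TAMRA-labelled myosin IIA heavy-chain peptide probe, 5 nM / Compound: one dose per compound / Timing: polarization read 5 min after assay mix addition, stable 5–60 min / Benchmarks: neutral control DMSO, positive control TFP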
ERAP1 inh = human ERAP1 aminopeptidase inhibitors, primary screen, biochemical, single point, plate reader; recombinant ERAP1, Leu-AMC fluorescence, 60 min; inhibition, % at 10.7 µM; 340,000 compounds, 0.15% hits; Endoplasmic reticulum aminopeptidase 1 (Homo sapiens), Q9NZ08;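 active = mean replicate inhibition of at least 30%, or all replicates individually reaching that 30% level; inactive = mean below 30% and not every replicate reaching it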;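 note: 0% = neutral control wells and 100% = L-leucinethiol positive control wells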
E-sel inducer = E-selectin induction in HUVECs, primary screen, imaging, HUVEC, immunofluorescence imaging, single point | normalized: neutral wells 0, TNF-alpha wells 100 | AID 686992, 2013 | activation, % at 7.58 µM | P16581 | 260,000 compounds, 0.37% hits;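 active = mean E-selectin-positive cell signal at least 10% of the positive control, reached in at least 60% of replicates, without over 20% cell loss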;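 note: in these data hits start at about 27%; measured in HUVEC primary endothelial cells; signal is the percent of cells scored E-selectin positive by PE staining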
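System: HUVEC / Compound: single concentration / Signal: immunofluorescence imaging / Read-out: percent E-selectin-positive cells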
RAD52 anneal inh = RAD52 DNA annealing inhibitors, primary screen, biochemical, FRET, single point, set 2. DNA repair protein RAD52 homolog (Homo sapiens), P43351. recombinant RAD52 DNA annealing, FRET fluorescence. inhibition, % at 18.7 µM. 360,000 compounds, 0.46% hits. AID 651710, 2012;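 active = every replicate showing at least 50% inhibition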
esBAF inh = Bmi1 luciferase reporter increase in mESCs, primary screen, esBAF inhibitor project, mouse ES cells, Bmi1 luciferase knock-in, single point; 350,000 compounds, 2% hits; 24 h; 100% = twice the neutral-well signal; reporter increase, % at 12.5 µM; in the data active = activation above about 40%;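 note: 0% = median of the plate's neutral control wells and 100% = double that signal; a rise in the Bmi1 reporter signal indicates esBAF inhibition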
Xi reactivation = activators of inactive X chromosome reactivation, primary screen, imaging, XiGFP fibroblasts, GFP high-content imaging, set 2; XiGFP mouse fibroblasts, % GFP-positive cells imaging, 3 d; cells co-treated with 5-aza-dC sensitizer; scaled so ellipticine positive control = 100%; activation, % at 7.58 µM; 360,000 compounds, 0.055% hits; AID 743238, 2013;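 active = mean normalized replicate activation at least 10% and every replicate at or above 10%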;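 note: 0% = median of on-plate neutral control wells and 100% = ellipticine 6 µM median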
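Material: XiGFP fibroblasts, SV40-immortalized. Buffer or medium: DMEM plus 5-aza-dC sensitizer. Compound: single concentration per compound, delivered by pin transfer. Times: 3 days compound exposure. Controls: ellipticine 6 µM.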
ERp5 block = inhibitors of ERp5-driven insulin aggregation, primary screen, biochemical, turbidity, absorbance 650 nm, single point. 90 min. 350,000 compounds, 0.05% hits. AID 651711, 2012. inhibition, % at 9.99 µM;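 active = mean replicate inhibition above about 25%, with every replicate also reaching it, limit read from the data, passing the limit was not always enough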
RAD54 inh = inhibitors of human RAD54 branch migration, primary screen, biochemical, fluorescence, single point; AID 602329, 2012; RAD54 Holliday junction branch migration, FAM/BHQ fluorescence; 360,000 compounds, 0.14% hits; DNA repair and recombination protein RAD54-like (Homo sapiens), Q92698; inhibition, % at 10.4 µM;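 active = mean normalized replicate activity at least 40 and at least half of replicates scoring 40 or more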;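 note: 0% = median of neutral control wells and 100% = median of positive control wells; inhibitors cause a drop in the FAM fluorescence signal; in these data hits start at about 50%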
* hit, by the source's call; x = not tested or not shown.

SMILES	ERAP1 inh	esBAF inh	ERp5 block	E-sel inducer	RAD52 anneal inh	Xi reactivation	RAD54 inh	S100A4 inh HTS
CNC1CCc2cc(OC)c(OC)c(OC)c2-c2ccc(SC)c(=O)cc21 (stereo unspecified)	1	x	-5	0.0	-6	0.2	x	18
COCC(=O)OCC(=O)Nc1ccccc1-c1ccccc1	3	x	-1	x	-1	0.1	x	1
CC(OC(=O)c1ccccn1)C(=O)Nc1ccc2c(c1)OCCO2 (stereo unspecified)	-2	11	2	-0.1	-16	0.1	0	-5
CC(Oc1ccccc1)C(=O)Nc1ccc(S(=O)(=O)N2CCN(C)CC2)cc1 (stereo unspecified)	1	4	13	0.0	-12	0.3	4	-1
CC1(C)Cc2cccc(C(=O)Nc3ccncc3)c2O1	-3	-5	4	0.4	-9	0.0	x	-7
COc1ccc(CNC(=O)CNC(=O)c2cccs2)c(OC)c1	3	2	4	x	-1	0.8	-7	-2
CCOC(=O)c1c(C)[nH]c(C)c1C(=O)CSc1nncs1	-5	x	0	x	-6	0.1	x	0
CCCNC(=O)N1C[C@H](C)[C@H](OC)CN(C)C(=O)c2ccc(NC(=O)CCC)cc2OC[C@@H]1C	x	-6	-4	0.0	4	0.0	-7	17
Cc1ccc(S(=O)(=O)Nc2ccc3c(c2)C(=O)N([C@@H](C)CO)C[C@@H](C)[C@H](CN(C)Cc2ccncc2)O3)cc1	0	3	1	0.4	-1	0.0	0	6
O=C(Nc1cccc(-c2nc3ccccc3c(=O)o2)c1)c1ccccc1	-11	x	6	x	-14	0.0	x	-16
CCOC(=O)C1(C)NC(c2cccs2)C2C(=O)N(c3ccc(C)cc3)C(=O)C21 (stereo unspecified)	0	4	1	x	-19	0.0	x	-11
C[C@@H]1CN([C@@H](C)CO)C(=O)Cc2cc(NS(=O)(=O)c3ccc(Cl)cc3)ccc2O[C@H]1CN(C)S(=O)(=O)c1cccs1	-1	3	-3	6.1	-10	0.0	-6	7
COc1ccc(/C=C\C(=O)NCC(=O)N/N=C/c2cccc(OC)c2O)cc1	-2	-3	-6	x	-10	0.1	5	-2
COC(=O)c1ccc(C2NC(=O)c3c(sc(C)c3C)N2)cc1 (stereo unspecified)	0	x	5	-0.2	-13	0.0	x	-5
CC(C)NC(=O)Nc1cccc2c1O[C@@H](CN(C)Cc1ccc(Oc3ccccc3)cc1)[C@@H](C)CN([C@H](C)CO)C2=O	1	-1	0	-0.2	4	-0.9	2	0
O=C(Cc1cccs1)NC1(C(=O)NC2CCCC2)CCCCC1	3	-3	0	0.3	1	-0.1	7	-29
COc1cccc(NC(=O)NNS(=O)(=O)c2ccc(OC)cc2OC)c1	-1	-3	-7	-1.3	-11	0.3	4	-6
COc1ccc(-c2sc3ccc(OC)cc3c2C#CCCO)cc1	-1	-5	2	x	19	x	3	-16
COc1ccc(OCCCC(=O)OCC(=O)Nc2sccc2C(N)=O)cc1	1	-8	1	x	-5	0.1	x	-5
CC(C)CC#Cc1cnc2c(c1)C(=O)N([C@H](C)CO)C[C@@H](C)[C@H](CN(C)C(=O)CN1CCOCC1)O2	1	1	4	0.4	9	-0.5	-1	6
COc1ccccc1-c1ccc2c(c1)[C@H]1[C@H](CCN1S(=O)(=O)c1ccccc1OC)[C@@H](CO)N2	x	-4	x	0.0	x	0.1	-12	x
Cc1cc(C)n2nc(SCC(=O)NC3CCCCC3C)nc2n1 (stereo unspecified)	-1	-6	x	0.3	3	-0.1	2	-4
C/C(CC1CC(C)(C)OC1=O)=N\NC(N)=S (stereo unspecified)	-2	x	3	2.5	1	0.0	10	-2
O=C(CSc1nnc(C2COc3ccccc3O2)o1)N1CCN(c2ccccc2)CC1 (stereo unspecified)	-1	-6	-4	x	4	0.0	x	8

Quoted at random: two compounds from above.
SMILES	ERAP1 inh	esBAF inh	ERp5 block	E-sel inducer	RAD52 anneal inh	Xi reactivation	RAD54 inh	S100A4 inh HTS
COc1cccc(NC(=O)NNS(=O)(=O)c2ccc(OC)cc2OC)c1	-1	-3	-7	-1.3	-11	0.3	4	-6
COc1ccccc1-c1ccc2c(c1)[C@H]1[C@H](CCN1S(=O)(=O)c1ccccc1OC)[C@@H](CO)N2	x	-4	x	0.0	x	0.1	-12	x

(listing goes on)
SMILES	ERAP1 inh	esBAF inh	ERp5 block	E-sel inducer	RAD52 anneal inh	Xi reactivation	RAD54 inh	S100A4 inh HTS
CCCNC(=O)C[C@H]1CC[C@@H]2[C@@H](COc3ccc(NC(=O)c4cccs4)cc3C(=O)N2C)O1	1	0	-5	0.0	4	0.1	0	-3
Cc1csc(N/N=C\c2cccnc2)n1	11	x	-1	x	-26	0.2	x	-8
CCCCc1ccc(S(=O)(=O)NC(=O)C2(C)CCN2C(=O)Cc2ccccc2)cc1 (stereo unspecified)	1	-14	0	-0.3	-13	-0.1	6	1
C[C@H](CO)N1C[C@H](C)[C@@H](CN(C)Cc2cncnc2)Oc2cc(-c3ccccc3)ccc2S1(=O)=O	-1	2	1	0.5	4	-0.4	4	8
O=C(COC(=O)[C@@H]1CC(O)CN1S(=O)(=O)c1ccc(Cl)c(Cl)c1)NC(=O)NCc1ccccc1 (stereo partly specified)	-1	8	3	0.1	-21	-0.1	10	2
CC(C)(C)NC(=O)C(OC(=O)c1cccs1)c1ccc(F)cc1 (stereo unspecified)	0	x	2	6.2	-7	0.1	x	4
CNC[C@H]1OCCCC[C@H](C)Oc2ccc(NC(=O)c3ccncc3)cc2C(=O)N([C@H](C)CO)C[C@@H]1C	1	1	5	-0.3	-103	0.0	-6	6
COc1cccc2cc(C(C)N(CCCN3CCOCC3)C(=S)Nc3ccccc3C)oc12 (stereo unspecified)	x	-1	-5	-0.4	-4	0.2	1	-7

Full records, looked up by structure. Order of values: ERAP1 inh, esBAF inh, ERp5 block, E-sel inducer, RAD52 anneal inh, Xi reactivation, RAD54 inh, S100A4 inh HTS
Results for `CCCCc1ccc(S(=O)(=O)NC(=O)C2(C)CCN2C(=O)Cc2ccccc2)cc1` (stereo unspecified) → 1, -14, 0, -0.3, -13, -0.1, 6, 1
Results for `CC(C)(C)NC(=O)C(OC(=O)c1cccs1)c1ccc(F)cc1` (stereo unspecified) → 0, x, 2, 6.2, -7, 0.1, x, 4

Later entries:
SMILES	ERAP1 inh	esBAF inh	ERp5 block	E-sel inducer	RAD52 anneal inh	Xi reactivation	RAD54 inh	S100A4 inh HTS
COc1ccc(NC(=O)N(C)C[C@@H]2Oc3ccc(NC(=O)Nc4ccccc4)cc3C(=O)N([C@H](C)CO)C[C@H]2C)cc1	-1	-2	-1	-0.2	-5	-0.5	15	-30
CC(C)Cc1nnc(NC(=O)CS(=O)(=O)Cc2ccccc2)s1	13	x	3	6.5	-14	0.0	x	3
C[C@@H]1CCCCO[C@H](CN(C)C(=O)Nc2ccc(C(F)(F)F)cc2)[C@H](C)CN([C@H](C)CO)C(=O)c2cc(NS(=O)(=O)c3cccs3)ccc2O1	-3	0	10	0.2	-10	0.5	21	3
Cc1cc(C)cc(Oc2coc3c(CN(C)C)c(O)ccc3c2=O)c1	-12	-6	2	0.2	-6	0.0	10	-2
COc1ccccc1CNc1nc(SC)ncc1CO	-1	x	-5	x	-18	0.0	-12	1
CN1CCN(C(=O)C[C@H]2C=C[C@H](NC(=O)c3ccc4c(c3)OCO4)[C@@H](CO)O2)CC1	-1	4	1	-0.2	3	0.0	-7	6
O=C(O)CSCC(=O)Nc1cccc2ccccc12	1	2	6	x	-7	x	x	5
CC1(Cc2ccc(OC(F)(F)F)cc2)C(=O)Nc2ccc(S(=O)(=O)NC3CCCCC3)cc21 (stereo unspecified)	1	-11	0	-0.2	-27	0.2	-4	-5
Cc1ccc(S(=O)(=O)N[C@H]2CC[C@H](CCn3cc(C4CC4)nn3)O[C@H]2CO)cc1	0	1	1	0.6	-8	-0.4	4	10
O=[N+]([O-])c1ccc(CSc2nnc3ccccn23)cc1	3	x	5	x	-15	0.0	x	3
Cc1ccc(Cc2c(-c3ccc(C)cc3)nc3cc(C)ccn23)cc1	3	36	-1	0.0	-35	0.1	-16	-9
COc1ccc2c3c([nH]c2c1)[C@H](CO)N(C(=O)C1CCC1)CC31CN(C(=O)c2ccncc2)C1	2	x	-2	-0.3	-18	-0.1	x	12
CC1CCCC(NC(=O)CCS(=O)(=O)c2cc3c(cc2Cl)NC(=O)CO3)C1C (stereo unspecified)	1	2	2	x	-6	0.0	-7	-13
Fc1ccc(NC(=S)N/N=C/c2ccc(F)c(F)c2)c(F)c1	1	19	2	x	-7	x	1	-26
C[C@H]1CN([C@@H](C)CO)C(=O)Cc2cc(NC(=O)Cc3ccccc3)ccc2O[C@@H]1CN(C)Cc1ccccc1	0	5	4	-0.3	11	-0.2	-5	9
CO[C@H]1CN(C)C(=O)c2cc(NC(=O)c3ccccc3F)ccc2OC[C@@H](C)NC[C@H]1C	-5	-1	1	-0.3	-11	0.0	-19	0
COc1cc(C(O)CO)ccc1OS(=O)(=O)O (stereo unspecified)	0	1	-1	0.6	-1	-0.1	1	-5
COc1ccc(S(=O)(=O)N2CCN(CC3CC=CCC3)CC2)cc1 (stereo unspecified)	-2	2	2	-12	-7	0.3	6	-4
CC(=O)Nc1cccc(-c2cc(NC=O)c3ncc(-c4ccc(F)c(Cl)c4)n3c2)c1	3	10	10	-0.3	-22	0.1	-8	4
O=C(NCCOc1ccccc1)c1ccccc1[N+](=O)[O-]	-3	x	9	-0.1	-15	-0.1	x	2
CC1(c2ccc3ccccc3c2)NC(=O)N(CC(=O)Nc2cccc(S(=O)(=O)N3CCOCC3)c2)C1=O (stereo unspecified)	-2	x	5	-0.1	-14	0.0	x	-3
Cc1csc2c(N3CCC(C(=O)O)CC3)ncnc12	1	x	4	0.0	-7	-0.1	x	2
O=C(NCC1CCCCC1)c1ccc([N+](=O)[O-])cc1	-3	14	1	x	-7	0.2	-9	0
C[C@H](CO)N1C[C@H](C)[C@H](CN(C)Cc2ccccc2)OCCCC[C@H](C)Oc2ccc(NC(=O)Nc3ccc4c(c3)OCO4)cc2C1=O	0	-1	-9	-0.1	13	0.0	-10	-12
Cc1cccc(CN2CCC(N3CC(C)OC(C)C3)CC2)c1 (stereo unspecified)	-3	5	-1	0.1	-3	0.0	4	-5
COCC(=O)N1C[C@@H](C)[C@@H](OC)CN(C)C(=O)c2ccc(NC(=O)c3ccccc3)cc2OC[C@@H]1C	2	-1	1	0.1	18	-0.3	-4	-6
O=C(Nc1ccc(-c2ccco2)cc1)C1CCCN(Cc2ccco2)C1 (stereo unspecified)	-2	-7	-1	x	-405	0.0	-4	22
COc1ccccc1NC(=O)C(CC(=O)O)Cc1cc(C)cc(C)c1 (stereo unspecified)	0	0	-7	-0.2	-6	0.2	5	-1
COc1cc(NC(=NS(=O)(=O)c2ccccc2)c2ccccc2)ncn1	3	x	-3	-0.2	-14	-0.2	x	-1
CCOc1ccc(OCCC(=O)OCC(=O)NC2CCCC2)cc1	5	-3	0	-0.7	2	-0.1	0	-10
